# HIV Rev-RRE inh: inhibitors of HIV-1 Rev-RRE RNA interaction; P05866; Rev peptide-RRE RNA binding, FRET; inhibition, % at 8 µM; hit rate 0.79% among 97,000; AID 704;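 active = inhibition above the screen-wide mean plus 3 SD, cut at about 35% in these data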;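 note: 0% = median DMSO wells and 100% = median Neomycin B control wells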
#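 Assay system: labelled RRE RNA duplex and labelled Rev peptide / Medium: HEPES pH 7.5 salt buffer with EDTA / Reagent: labelled Rev peptide / Schedule: 5 + 15 min at 25 °C / Signal: FRET, excitation 480 nm, emission 540 nm donor and 671 nm acceptor / Benchmarks: DMSO and neomycin B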
# PLK1 kinase inh: blocks human PLK1 kinase activity; P53350; recombinant PLK1 kinase, TR-FRET peptide phosphorylation; inhibition, % at 10 µM; hit rate 0.53% among 97,000; AID 619;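 active = inhibition of 50% or more in the single-concentration screen; inactive = inhibition below 50%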;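 note: 0% = DMSO max control and 100% = H-89 dihydrochloride min control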
# S1P2 ag: agonists of human S1P2 receptor; O95136; S1P2-expressing cell line, agonist reporter read-out; activation, % at 4.5 µM; hit rate 0.46% among 97,000; AID 729; in the data active = activation above about 16%;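 note: 0% = vehicle low control and 100% = maximal reference agonist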
# EphB4 ephrin blk: blocks human EphB4 binding to ephrin-B2; P54760; inhibition, % at 7 µM; hit rate 0.15% among 97,000; EphB4 LBD / TNYL-RAW-Alexa532 peptide, fluorescence polarization; AID 720;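 active = inhibition above the screen-wide mean inhibition plus 3 SD, cut at about 15% in these data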;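 note: 0% = DMSO wells and 100% = excess unlabeled TNYL-RAW peptide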
# MT1-MMP txn act: activates MT1-MMP transcription; HT1080 MT1-MMP promoter luciferase reporter, luminescence, overnight; active compounds read high; activation factor at 10 µM; hit rate 0.16% among 86,000;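 active = activation factor of at least 2 for MT1-MMP transcription at 10 µM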
# FAK blocker: inhibitors of human focal adhesion kinase. hit rate 0.84% among 97,000. inhibition, %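 (tested at 7 µM)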. biochemical FAK kinase activity assay. AID 727; in the data active = inhibition above about 19%;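 note: 0% = DMSO and 100% = reference compound high control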
# Target sequence (Q05397 whole entry, looked up): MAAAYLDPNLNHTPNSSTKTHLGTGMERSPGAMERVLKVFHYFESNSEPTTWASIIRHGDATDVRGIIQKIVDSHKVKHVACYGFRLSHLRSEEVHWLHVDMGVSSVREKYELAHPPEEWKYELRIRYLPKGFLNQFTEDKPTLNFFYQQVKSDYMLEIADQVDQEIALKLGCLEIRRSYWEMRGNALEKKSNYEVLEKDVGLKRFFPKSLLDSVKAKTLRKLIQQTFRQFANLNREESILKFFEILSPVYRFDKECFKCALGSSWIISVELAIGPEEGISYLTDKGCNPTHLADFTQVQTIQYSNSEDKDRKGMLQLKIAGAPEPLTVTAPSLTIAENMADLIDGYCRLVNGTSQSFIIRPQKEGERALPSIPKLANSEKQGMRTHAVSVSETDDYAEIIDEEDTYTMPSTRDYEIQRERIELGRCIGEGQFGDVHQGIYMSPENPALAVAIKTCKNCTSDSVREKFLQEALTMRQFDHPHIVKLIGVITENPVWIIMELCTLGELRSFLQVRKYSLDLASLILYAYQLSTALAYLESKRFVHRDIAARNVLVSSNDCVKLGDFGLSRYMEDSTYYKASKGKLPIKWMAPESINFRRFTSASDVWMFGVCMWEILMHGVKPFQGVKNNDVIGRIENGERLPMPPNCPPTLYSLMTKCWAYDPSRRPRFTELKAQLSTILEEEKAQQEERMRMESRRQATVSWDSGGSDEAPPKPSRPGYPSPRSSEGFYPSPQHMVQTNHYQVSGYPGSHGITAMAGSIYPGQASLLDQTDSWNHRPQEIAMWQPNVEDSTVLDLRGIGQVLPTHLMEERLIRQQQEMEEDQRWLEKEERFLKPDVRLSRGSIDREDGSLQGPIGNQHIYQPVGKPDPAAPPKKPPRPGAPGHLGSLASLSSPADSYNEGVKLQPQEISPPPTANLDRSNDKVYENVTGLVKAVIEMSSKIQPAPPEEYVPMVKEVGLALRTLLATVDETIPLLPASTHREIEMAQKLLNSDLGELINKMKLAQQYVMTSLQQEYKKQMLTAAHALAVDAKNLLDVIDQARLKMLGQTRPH
# PLAP act: human PLAP activation. P05187. hit rate 1.2% among 96,000. purified PLAP enzyme, luminescent substrate read-out; active compounds read high. AID 696. activation fold at 20 µM; in the data active = activation fold above about 2
# S1P2 blocker: antagonists of human S1P2 receptor | inhibition, % at 5 µM | O95136 | hit rate 0.21% among 97,000 | AID 736 | cell-based S1P2 antagonist assay, inhibition at 5 uM; in the data active = inhibition above about 45%;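 note: CRE beta-lactamase reporter cells expressing human S1P2 stimulated with S1P; 0% = agonist at EC80 alone and 100% = agonist plus reference antagonist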
# Plk1 PBD FP: Plk1 (human) PBD binding inhibition; P53350; Plk1 PBD phosphopeptide binding, fluorescence polarization; inhibition, %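 (tested at about 20 µM)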; hit rate 0.13% among 97,000; AID 693; in the data active = inhibition above about 34%, passing the limit was not always enough
# * marks the source's active call; other numbers are inactive results; nt = no result given.
SMILES,HIV Rev-RRE inh,PLK1 kinase inh,S1P2 ag,EphB4 ephrin blk,MT1-MMP txn act,FAK blocker,PLAP act,S1P2 blocker,Plk1 PBD FP
O=C(Nc1ccccc1-c1ccccc1)NC1CCN(CC(=O)N2CCOCC2)CC1,2,-8,-5,10,1.1,-1,1.5,8,21
c1csc(CN2CCN(Cc3cccs3)C2c2cccs2)c1,8,-4,-10,2,1.2,-1,0.8,16,12
CN(C)S(=O)(=O)c1cccc2nsnc12,6,-9,-1,-7,1.2,2,0.9,20,-10
N#Cc1c(C(F)(F)F)cc(-c2cccs2)nc1SCc1ccc(Cl)nc1,3,-4,-2,-2,nt,-5,0.9,-13,-18
CC(=O)C1=C(C)NC(SCC(N)=O)=C(C#N)C1c1sccc1C (stereo unspecified),2,-6,-7,-6,1.1,1,1.1,-3,-12
CCC1(CC)Cc2ccccc2C(CC(=O)N2CCOCC2)=N1,-1,-4,-6,-6,1.1,2,1.1,-15,15
COc1cc2c(cc1OC)-c1nnc(C)n1C1(CCCC1)C2,7,-8,-3,-1,nt,1,1,-6,8
CCN(CC)S(=O)(=O)c1ccc2c(c1)nc(SCC(=O)NC1CC1)n2-c1ccccc1OC,5,-3,-3,3,1.2,-1,1.5,-1,9
O=C1NC(=O)C(c2cn(-c3ccccc3)nc2-c2ccc(F)cc2)N1 (stereo unspecified),-1,-3,-6,-3,1.2,-2,1,11,27
Cc1cccc(-n2c(C)n[nH]c2=S)c1C,3,-4,0,7,nt,-2,1,-3,-8
CNC(=S)N1CCN(c2ccccc2OC)CC1,1,-5,-4,-1,nt,-3,1,3,3
CCCCC(=O)NC1(C(F)(F)F)C(=O)Nc2c1c(=O)[nH]c(=O)n2Cc1ccco1 (stereo unspecified),16,-5,-1,4,1.1,3,1,1,13
O=C(c1ccc(CS(=O)(=O)c2ccc(Br)cc2)o1)N1CCCCCC1,7,-18,-5,2,1.3,5,1.3,-1,3
O=C(CCc1ccccc1)Nc1nnc(-c2ccc3c(c2)CCCC3)o1,5,-9,-2,2,1.2,1,1.2,6,24
CC(CN1CCOCC1)c1ccccc1 (stereo unspecified),10,-5,-1,3,1,8,1.1,16,-34
CCN(CC)C(=O)c1cc2cc(Br)ccc2oc1=O,3,-6,-5,0,1,-1,1,0,-17
COc1ccccc1N1CCN(S(C)(=O)=O)CC1,-2,-3,-6,-3,1.1,1,1.2,2,24
COC(=O)c1c(NC(=O)c2ccc(Br)s2)sc2c1CCC2,17,-13,-10,-1,1.3,-2,1,-7,-1
CC1(C)C(=O)Nc2ccccc2N1C(=O)COC(=O)C12CC3CC(CC(O)(C3)C1)C2,-4,-20,1,-6,1.1,11,1.2,-14,6
N#Cc1cc(-c2ccccc2)nnc1Sc1ccccc1,11,-2,-4,7,1.2,-2,0.9,-1,-4
Nc1nc(NCc2cccs2)nn1-c1ccccc1,7,2,-4,0,1.6,8,nt,10,6
Cc1ccc(CSCCNC(=O)CN2C(=O)c3ccccc3S2(=O)=O)cc1,9,-2,-4,-2,1.3,1,nt,-285,-9
CCOC(=O)NC1(C(F)(F)F)N=C(c2ccccc2)NC1=O (stereo unspecified),8,-8,-12,1,1,6,1.2,1,-18
Cc1ccc(C2NC(=O)c3ccccc3N2)s1 (stereo unspecified),6,-1,-5,-1,0.6,11,1,8,-9
O=C1CC(c2ccco2)CC2=C1C1c3ccccc3C(=O)N1c1ccccc1N2 (stereo unspecified),3,-11,-4,3,1,3,1.1,25,-23
O=C(Nc1ccccc1)c1ccc(CN2CCC(Cc3ccccc3)CC2)cc1,7,-7,-4,6,nt,0,nt,18,24
Cc1ccc(S(=O)(=O)NCc2csc(C)n2)c(C)c1,3,-3,-2,-4,1.1,-5,1,14,-35
CCCn1nnc(NC(=O)Cc2ccc(Cl)cc2)n1,4,-7,-9,3,1.1,1,nt,7,-11
COC(=O)c1[nH]c2c(c1C)C(=O)CCC2,6,-2,-7,8,1.1,4,1.2,23,7
Cc1cc(=O)n2[nH]c(-c3ccc(F)cc3)cc2n1,8,-16,-4,-1,1.6,2,0.9,18,1

# Part of the list above, as labelled records:
compound: N#Cc1cc(-c2ccccc2)nnc1Sc1ccccc1
  HIV Rev-RRE inh: 11
  PLK1 kinase inh: -2
  S1P2 ag: -4
  EphB4 ephrin blk: 7
  MT1-MMP txn act: 1.2
  FAK blocker: -2
  PLAP act: 0.9
  S1P2 blocker: -1
  Plk1 PBD FP: -4

compound: Nc1nc(NCc2cccs2)nn1-c1ccccc1
  HIV Rev-RRE inh: 7
  PLK1 kinase inh: 2
  S1P2 ag: -4
  EphB4 ephrin blk: 0
  MT1-MMP txn act: 1.6
  FAK blocker: 8
  PLAP act: nt
  S1P2 blocker: 10
  Plk1 PBD FP: 6

# 17 entries already listed, ordered by formula weight, smallest number first.
SMILES,HIV Rev-RRE inh,PLK1 kinase inh,S1P2 ag,EphB4 ephrin blk,MT1-MMP txn act,FAK blocker,PLAP act,S1P2 blocker,Plk1 PBD FP
CC(CN1CCOCC1)c1ccccc1 (stereo unspecified),10,-5,-1,3,1,8,1.1,16,-34
COC(=O)c1[nH]c2c(c1C)C(=O)CCC2,6,-2,-7,8,1.1,4,1.2,23,7
CN(C)S(=O)(=O)c1cccc2nsnc12,6,-9,-1,-7,1.2,2,0.9,20,-10
CNC(=S)N1CCN(c2ccccc2OC)CC1,1,-5,-4,-1,nt,-3,1,3,3
COc1ccccc1N1CCN(S(C)(=O)=O)CC1,-2,-3,-6,-3,1.1,1,1.2,2,24
Nc1nc(NCc2cccs2)nn1-c1ccccc1,7,2,-4,0,1.6,8,nt,10,6
COc1cc2c(cc1OC)-c1nnc(C)n1C1(CCCC1)C2,7,-8,-3,-1,nt,1,1,-6,8
CCC1(CC)Cc2ccccc2C(CC(=O)N2CCOCC2)=N1,-1,-4,-6,-6,1.1,2,1.1,-15,15
CCN(CC)C(=O)c1cc2cc(Br)ccc2oc1=O,3,-6,-5,0,1,-1,1,0,-17
O=C1NC(=O)C(c2cn(-c3ccccc3)nc2-c2ccc(F)cc2)N1 (stereo unspecified),-1,-3,-6,-3,1.2,-2,1,11,27
CC(=O)C1=C(C)NC(SCC(N)=O)=C(C#N)C1c1sccc1C (stereo unspecified),2,-6,-7,-6,1.1,1,1.1,-3,-12
O=C1CC(c2ccco2)CC2=C1C1c3ccccc3C(=O)N1c1ccccc1N2 (stereo unspecified),3,-11,-4,3,1,3,1.1,25,-23
O=C(Nc1ccccc1)c1ccc(CN2CCC(Cc3ccccc3)CC2)cc1,7,-7,-4,6,nt,0,nt,18,24
COC(=O)c1c(NC(=O)c2ccc(Br)s2)sc2c1CCC2,17,-13,-10,-1,1.3,-2,1,-7,-1
Cc1ccc(CSCCNC(=O)CN2C(=O)c3ccccc3S2(=O)=O)cc1,9,-2,-4,-2,1.3,1,nt,-285,-9
O=C(c1ccc(CS(=O)(=O)c2ccc(Br)cc2)o1)N1CCCCCC1,7,-18,-5,2,1.3,5,1.3,-1,3
CCN(CC)S(=O)(=O)c1ccc2c(c1)nc(SCC(=O)NC1CC1)n2-c1ccccc1OC,5,-3,-3,3,1.2,-1,1.5,-1,9

# Screening results deposited in PubChem BioAssay by several laboratories.
